# Screening data (PubChem)
# AmpC inh det: blocks E. coli AmpC beta-lactamase in presence of detergent. P00811. purified AmpC, nitrocefin hydrolysis with detergent. 71,000 tested, 0.09% active. Potency, µM (series often up to 28.7 µM), inactives show top-dose activity change, negative = inhibition; active = well fitted curve in the direction sought with a large enough effect
# Target sequence (P00811 whole entry, looked up): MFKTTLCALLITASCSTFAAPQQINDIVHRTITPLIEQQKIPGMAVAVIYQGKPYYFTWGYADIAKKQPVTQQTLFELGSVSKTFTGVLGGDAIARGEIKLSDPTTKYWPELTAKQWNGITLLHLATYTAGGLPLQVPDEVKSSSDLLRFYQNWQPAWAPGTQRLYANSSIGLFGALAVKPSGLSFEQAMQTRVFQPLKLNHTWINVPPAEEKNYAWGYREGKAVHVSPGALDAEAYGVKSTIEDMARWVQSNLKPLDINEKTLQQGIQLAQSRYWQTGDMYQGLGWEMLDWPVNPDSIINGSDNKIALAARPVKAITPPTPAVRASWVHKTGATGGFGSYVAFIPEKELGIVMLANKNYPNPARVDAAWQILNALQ
#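 E. coli AmpC (5.3 nM) in 20 mM phosphate pH 7.0 with 0.01% Triton X-100, preincubated 15 min RT with compound; nitrocefin (2 uL of 800 uM stock) hydrolysis followed by 480 nm absorbance every 20 s over 4 min.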
# * marks the source's active call; other numbers are inactive results; [ ] = dose if it differs, or a comment. % is scaled to controls: 0 for no effect and ±100 for the full control effect; potency is read from the fitted curve at half-maximal effect. The list is partial; the hit share may differ from the screen's.
SMILES | AmpC inh det
CCCC(=O)NC(Nc1ccc(S(=O)(=O)Nc2cc(C)on2)cc1)(C(=O)OCC)C(F)(F)F (stereo not given) | 10%
Cc1cc(C(=O)NCC2CCCO2)n(-c2ccccc2)n1 (stereo not given) | 3%
CC1CCc2c(C(=O)N3CCN(S(=O)(=O)c4cccs4)CC3)csc2C1 (stereo not given) | -7%
CC1=NC(C(F)(F)F)(C(F)(F)F)C(C#N)=C(C)N1 | -3%
CCOc1ccccc1Nc1ncnc2c1cnn2-c1ccccc1 | 5%
O=C(NCC1CCCO1)c1c(O)c2cccc3c2n(c1=O)CCC3 (stereo not given) | -2%
CC1=C(C(=O)OC(C)(C)C)C(c2ccco2)C(C#N)=C(N)O1 (stereo not given) | -2%
COc1ccc(CNc2ccnc(-c3ccccc3CN(C)C)n2)c(OC)c1 | 7%
Cc1ccc(CNC(=O)C2CCCN(S(=O)(=O)c3cnc[nH]3)C2)cc1 (stereo not given) | 0%
c1ccc(SCc2nc(-c3ccccn3)no2)cc1 | -4%
Cc1ccc(-c2sc(C)nc2CC(=O)O)cc1 | -1%
COC(=O)c1ccc(COC(=O)c2c(C)nn(Cc3ccccc3Cl)c2Cl)o1 | 16%
COC(=O)Cc1ccc(NC(=O)c2cccs2)cc1 | -5%
COc1ccc(NC(=O)c2cnc(C)cn2)c2ncccc12 | -3%
CCOC(=O)c1cc(C(C)=O)c(=O)n(C)c1N | 9%
C=CCc1ccc(OC)cc1 | 11%
O=c1nc2n(c3ccccc13)Cc1ccccc1-2 | -4%
N=c1c(C(=O)NCc2ccc(F)cc2)cc2c(=O)n3ccccc3nc2n1CCCN1CCOCC1 | 0%
O=C(Nc1nccs1)c1ccc(CSc2nnnn2-c2ccccc2)cc1 | -6%
O=c1oc2ccccc2cc1NCc1ccccc1O | 12%
Cc1cccc(-c2nc(CN3CCCC(C(=O)NC4CCCCC4)C3)c(C)o2)c1 (stereo not given) | -3%
CSC1=N/C(=C\c2ccc(C)o2)C(=O)S1 | 8%
Cc1ccc(N2CC(c3nc4ccccc4[nH]3)CC2=O)c(C)c1 (stereo not given) | 16%
CN1CCN(C2=Nc3cc(Cl)ccc3Nc3ccccc32)CC1 | -2%
COC(=O)c1ccc(Cl)c(NS(=O)(=O)c2ccc3c(c2)OCCO3)c1 | -6%
Cc1cc(=O)n2nc(N3CCCC(C(=O)NCc4ccc5c(c4)OCO5)C3)sc2n1 (stereo not given) | 9%
CN(C)c1ccc(C(=O)c2ccc(N(C)C)c(N)c2)cc1N | 13%
Brc1cc2c(cc1COc1ccc(-c3nn[nH]n3)cc1)OCO2 | -8%
CC1CCCN(S(=O)(=O)c2ccc(Br)s2)C1 (stereo not given) | -1%
c1ccc(SCCOCCn2cncn2)cc1 | -2%
CCOC(=O)N1CCN(c2c(N3CCN(c4ccccn4)CC3)c(=O)c2=O)CC1 | 13%
CN(C)S(=O)(=O)c1ccc(C(=O)Nc2ccc(CCC(=O)N3CCCC3)cc2)cc1 | -3%
CN1CCN(c2ncncc2-c2ccoc2)CC1 | 4%
COC(=O)c1[nH]c2ccc(Cl)cc2c1NC(=O)CCN1CCN(C2CCCCC2)CC1 | -2%
COc1ccc(F)cc1S(=O)(=O)Nc1ccc2c(c1)OCCO2 | 15%
CCCCOc1ccc(C(=O)O)cc1 | 15%
CCn1c(=O)cc(SCC(=O)N2CCN(Cc3ccc4c(c3)OCO4)CC2)c2ccccc21 | 12%
C[C@@H](COc1ccc(/C=C\c2ccccc2)cc1)[N+](C)(C)C | 17%
COc1ccccc1N=c1oc2cc(O)ccc2cc1C(=O)NCC1CCCO1 (stereo not given) | -3%
O=C(COC(=O)C1COc2ccccc2O1)Nc1ccc2c(c1)CCC2 (stereo not given) | -5%

# Ordered by heavy-atom count (ascending): three of the compounds above.
SMILES | AmpC inh det
c1ccc(SCc2nc(-c3ccccn3)no2)cc1 | -4%
COc1ccc(F)cc1S(=O)(=O)Nc1ccc2c(c1)OCCO2 | 15%
N=c1c(C(=O)NCc2ccc(F)cc2)cc2c(=O)n3ccccc3nc2n1CCCN1CCOCC1 | 0%

# Additional compounds follow.
SMILES | AmpC inh det
O=C(O)CSc1ccc2ccccc2n1 | -3%
O=C(c1ccco1)N1CCC2(CC1)CCN(c1ccc(-c3ccccc3)cc1)CC2 | -1%
COC(=O)[C@@H]1C2CCC(C(=O)Nc3ccccc3)(CC2)[C@@H]1C(=O)OC | 0%
O=C(CCCNS(=O)(=O)c1cccc2nsnc12)NCc1ccc(F)cc1 | 9%
O=C(O)c1nccnc1C(=O)Nc1ccc(Br)cn1 | 14%
CCCCn1c(CN2CCN(CCO)CC2)nc2ccccc21 | 2%
O=C(CSc1ncn[nH]1)c1ccc2c(c1)OCO2 | -2%
CCCSc1nc2c(c(=O)n1-c1ccc(OCC)cc1)SCC2 | -2%
CCOC(=O)C(C(=O)OCC)c1cc(Br)c2noc3c2c1C(=O)c1ccccc1-3 | 3%
Cc1ccc(-[n+]2cc(=O)o[nH]2)cc1 | 2%[5.75 µM]
CCN(CC)CCNc1nc2c(c(=O)n(C)c(=O)n2C)n1C/C=C(/C)Cl | -3%
COc1ccccc1CNC(=O)CCC(=O)Nc1nnc(C)s1 | -4%
CCOC(=O)c1ccc(N2C(=O)CC(N3CCN(C(=O)c4ccco4)CC3)C2=O)cc1 (stereo not given) | 0%
Cc1ccc(-c2nnc(SCC(=O)N3CCCC3)o2)cc1 | -6%
O=S(=O)(Nc1ccccc1F)c1ccc2nsnc2c1 | 8%
COc1ncc2nc(-c3ccc(F)cc3)c(=O)n(CCC#N)c2n1 | 0%
O=C(NCC(c1cccnc1)N1CCN(c2ccc(F)cc2)CC1)C1CCCCC1 (stereo not given) | -2%
Cc1ccccc1C(=O)NC1CCN(Cc2nnnn2Cc2ccccc2)CC1 | -4%
O=C(Cn1c(=O)c2c(ncn2Cc2ccccc2)n(Cc2ccccc2)c1=O)N1CCCC1 | -3%
Cc1cnn(C(=S)NCc2ccc(Cl)cc2)c1 | -3%
O=C(NC1CCCCC1)c1ccc(CS(=O)(=O)Cc2ccccc2F)o1 | 5%
CC(=O)/C(CN1CCCCC1)=N\O | 0%
CCCN1CCN(C(=O)CCCn2c(C)c3cnn(-c4ccccc4)c(=O)c3c2C)CC1 | 5%
CC(=O)CSCc1ccccn1 | -2%[5.75 µM]
CC(=O)NCCc1cc2ccc(C)cc2[nH]c1=O | -4%
CCC(CC)C(=O)Nc1cccc(C(=O)N2CCCC2)c1 | -3%
Cc1occc1C(=O)Nc1ccccc1C(=O)O | 8%
Cc1ccc2nsnc2c1S(=O)(=O)N(CCO)Cc1cc2cc3c(cc2[nH]c1=O)OCCO3 | -1%
CCOC(=O)C1=C(C)NC(C)=C(C(=O)OC)[C@@H]1c1cccc([N+](=O)[O-])c1 | -2%[12.8 µM]
Cn1c2ccccc2c2c(C(=O)N3CCC4(CC3)OCCO4)cn(C3CCCC3)c(=O)c21 | -2%
COc1cc(C(=O)N(Cc2ccc(N(C)C)cc2)C2CCS(=O)(=O)C2)cc(OC)c1OC (stereo not given) | -2%
CCOc1ccc(/C(O)=C2/C(=O)C(=O)N(CC3CCCO3)C2c2ccc(C)o2)cc1 (stereo not given) | -3%
CCCCn1c(=O)n(CC(=O)NCc2ccc(C)cc2)c(=O)c2c1nc(CO)n2CCC | -7%
COc1ccc(NC(=O)C(c2ccc(OC)cc2)N(C)C(=O)c2cnccn2)cc1 (stereo not given) | -4%
CC(C)(C)C1CCc2nc(NC(=O)Cc3cn4ccsc4n3)sc2C1 (stereo not given) | -4%
COc1ccc(S(=O)(=O)Cc2ccc(C(=O)NCc3ccc(F)cc3)o2)cc1 | 6%
O=C(Nc1c(C(=O)N2CCCC2)cnn1-c1ccccc1)c1cccc(F)c1 | 6%
Cc1nc(NC(=O)CCC(=O)O)sc1C(=O)N(C)C | 8%
CN(C)S(=O)(=O)c1ccc2c(c1)c(=O)c(C(=O)N1CCN(c3ccccn3)CC1)cn2C | 2%
O=C(c1cccs1)N(CCO)Cc1cc2cc3c(cc2[nH]c1=O)OCCO3 | 10%
Nc1nnc(SCC(=O)N2CCN(c3ccccc3)CC2)s1 | -5%
C=C(C)c1ccc(C(C)(C)NC(=O)N2CCN(C)CC2)cc1 | -2%
O=C(NCc1ccccn1)c1cn(Cc2ccccc2)nn1 | 8%
CCCc1cc(=O)[nH]c(SCC(=O)c2ccc(S(=O)(=O)N3CCCC3)cc2)n1 | 10%
Cc1ccc2cc3c(NC(=O)c4cccnc4)nn(C)c3nc2c1 | -2%
CCCCn1c(N)c(N(CCC(C)C)C(=O)CSc2nnc(C)s2)c(=O)[nH]c1=O | -1%
CC(=O)N1CCc2cc(S(=O)(=O)NCCCOC(C)C)ccc21 | 9%
O=C(c1nnc(-c2ccncc2)o1)c1ccccc1Cl | -2%
CCCCS(=O)(=O)Nc1ccc(Cc2ccncc2)cc1 | -5%
O=C(Nc1cccc2ncccc12)c1cc2ccccc2o1 | -2%

# Next records
SMILES | AmpC inh det
COc1ccccc1NC(=O)CCn1c(=O)sc2ccccc21 | -2%
COc1ccc(NS(=O)(=O)c2ccc(NS(C)(=O)=O)cc2)cc1 | -2%
CN(C)c1oc(-c2ccccc2Cl)nc1C#N | -6%
CCOC(=O)C1CCCN(S(=O)(=O)c2cccc3cccnc23)C1 (stereo not given) | -3%
COc1cc(C(=O)N(Cc2ccccn2)CC2CCCO2)cc(OC)c1OC (stereo not given) | 0%
c1cn(-c2ncnc3ccc(-c4ccoc4)cc23)cn1 | 8%
COc1ccc(CC(NC(C)=O)C(=O)NC2CCN(C(=O)NCc3ccccc3)CC2)cc1OC (stereo not given) | -8%
CCOc1ccccc1C(=O)NCC(=O)OCC(=O)c1ccc2c(c1)OCCO2 | -3%
CCOc1ccccc1C(=O)N(CCC(=O)OC)c1ccccn1 | -4%
C=CCNC(=O)C1CCCN(S(C)(=O)=O)C1 (stereo not given) | -4%
COC(=O)c1cc(Br)c(=O)n(-c2ccccn2)c1 | 1%
O=c1cccc2n1CC1CNC[C@H]2C1 | -2%
CC=O | 8%
COc1ccccc1C(=O)Nc1ccc2c(c1)nc(CCNC(C)=O)n2C | -4%
O=S(=O)(c1cccc(S(=O)(=O)N2CCC(n3nnc4ccccc43)CC2)c1)N1CCCCC1 | 0%
CN1C(=O)CC(N2CCN(CCN=CC3=C(O)CC(C)(C)CC3=O)CC2)C1=O (stereo not given) | 8%
COCCCNC(=O)c1cc(C)nc2ccc(F)cc12 | -2%
CCOCC(=O)Nc1cccc(Br)c1 | -1%
CC(=O)OC1c2ccccc2C(=O)N1Cc1ccccc1Cl (stereo not given) | 9%
COc1ccc(OC)c(S(=O)(=O)N2CCN(c3c(C)cccc3C)CC2)c1 | 13%

# In the list so far, six have a COOH group:
SMILES | AmpC inh det
Cc1ccc(-c2sc(C)nc2CC(=O)O)cc1 | -1%
CCCCOc1ccc(C(=O)O)cc1 | 15%
O=C(O)CSc1ccc2ccccc2n1 | -3%
O=C(O)c1nccnc1C(=O)Nc1ccc(Br)cn1 | 14%
Cc1occc1C(=O)Nc1ccccc1C(=O)O | 8%
Cc1nc(NC(=O)CCC(=O)O)sc1C(=O)N(C)C | 8%

# (next part)
SMILES | AmpC inh det
CC(C)c1nnc(NC(=O)CC(=O)Nc2ccccc2C(=O)O)s1 | 8%
COCCn1c(=O)c(-c2ccc(Cl)cc2)nc2cnc(OC)nc21 | 0%
Cc1cccc(OCC2=NS(=O)(=O)c3ccccc3N2)c1 | -3%
Cc1cccc(N2CCN(C(=O)c3ccc(CS(=O)(=O)c4ccccc4C)o3)CC2C)c1 (stereo not given) | -3%
CCC(=O)N1CCc2cc(S(=O)(=O)NCCCN3CCN(Cc4ccccc4)CC3)ccc21 | -7%
COc1ccccc1CNc1ncnc2ccc(-c3cccc(NS(C)(=O)=O)c3)cc12 | 7%
CC1CCCN(C(=O)CN2C(=O)c3ccccc3C2=O)C1 (stereo not given) | 18%
Cn1cccc1Cc1nnc(SCC(=O)NC2CCCCC2)n1-c1ccc(F)cc1 | 15%
O=c1c2ccccc2nc2n1CCCCN2 | -1%
Cc1cc(NC(=O)CCC(=O)N(c2ccc(F)cc2)C(C(=O)NC2CCCC2)c2ccncc2)no1 (stereo not given) | 15%
CCOC(=O)CSc1nnc(CSc2nc(N)c3c(C)c(C)sc3n2)n1-c1ccccc1 | -2%
CCCOCC1CC2(SC(=Nc3ccc(C)cc3)NC2=O)C(=O)O1 (stereo not given) | -4%
N#CC1=C(SCc2ccccc2)NC(=O)CC1c1ccc(O)cc1 (stereo not given) | -1%
Nc1nnc(COc2cccc(C(F)(F)F)c2)s1 | -4%
CC(=O)c1ccc(N2C(=O)NC3(CCCCC3)C2=O)cc1 | 13%
CC(C(=O)Nc1sccc1C(N)=O)N1C(=O)C2CC=CCC2C1=O (stereo not given) | 2%
CCOc1ccc(C(C#N)N2CCOCC2)cc1OC (stereo not given) | 11%
COc1ccc(OC)c(S(=O)(=O)Nc2ccc3oc4c(c3c2)C(=O)CCC4)c1 | 18%
COC(=O)CCC(=O)c1oc2ccc(Cl)cc2c1NC(=O)CCCN1C(=O)c2ccccc2C1=O | -3%
Cc1nnc(NC(=O)c2ccc(C)c(S(=O)(=O)N3CCCCCC3)c2)s1 | -8%
CCOC(=O)CNC(=O)CSc1ncnc2c1cnn2-c1ccc(Cl)cc1 | 12%
CN1C[C@H](C(=O)N[C@@]2(C)O[C@@]3(O)[C@H]4CCCN4C(=O)[C@@H](Cc4ccccc4)N3C2=O)C=C2c3cccc4[nH]cc(c34)C[C@@H]21 | -4%[5.75 µM]
COc1ccc2cc(C(=O)N3CCOCC3)sc(=O)c2c1OC | -6%
